Screening results deposited in PubChem BioAssay by Broad Institute.
STK33 inh: inhibitors of human STK33 kinase | Q9BYT3 | ADP-Glo luminescence, MBP substrate | inhibition, % at 12.5 µM | 27,000 compounds, 0.44% hits; in the data active means inhibition above about 20%
Target sequence (Q9BYT3 whole entry, looked up): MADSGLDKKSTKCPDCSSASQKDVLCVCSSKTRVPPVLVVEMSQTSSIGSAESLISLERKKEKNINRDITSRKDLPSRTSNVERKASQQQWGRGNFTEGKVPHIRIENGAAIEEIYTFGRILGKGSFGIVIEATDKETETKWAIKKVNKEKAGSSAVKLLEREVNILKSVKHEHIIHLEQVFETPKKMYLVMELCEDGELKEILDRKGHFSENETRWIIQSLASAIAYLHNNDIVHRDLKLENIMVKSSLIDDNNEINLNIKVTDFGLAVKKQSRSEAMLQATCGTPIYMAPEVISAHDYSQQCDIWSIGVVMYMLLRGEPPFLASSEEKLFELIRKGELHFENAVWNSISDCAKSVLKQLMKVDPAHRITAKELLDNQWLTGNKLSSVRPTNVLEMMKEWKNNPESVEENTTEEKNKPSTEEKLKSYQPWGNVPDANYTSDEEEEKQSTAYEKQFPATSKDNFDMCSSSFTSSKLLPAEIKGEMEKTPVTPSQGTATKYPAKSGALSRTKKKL
p53 PUMA act: mutant p53 pathway reactivation; AID 624151; 28,000 compounds, 1.5% hits; SW480 PUMA-promoter luciferase; activation, % at 9.98 µM; in the data active means activation above about 52%
An asterisk follows results filed as active; . = no result given. An excerpt; count on the stated rates, not on these rows.

SMILES	STK33 inh	p53 PUMA act
CC(C)NC(=O)N(C)C[C@H]1Oc2ccc(NC(=O)Nc3ccc(F)cc3)cc2C(=O)N([C@@H](C)CO)C[C@H]1C	0	.
COc1ccccc1-c1cnc2c(c1)C(=O)N([C@@H](C)CO)C[C@H](C)[C@@H](CN(C)CC1CCOCC1)O2	.	1
COc1ccc(NC(=O)N(C)C[C@@H]2Oc3ncc(-c4ccc(F)cc4)cc3C(=O)N([C@H](C)CO)C[C@@H]2C)cc1	0	.
C[C@@H]1CN([C@H](C)CO)C(=O)Cc2cc(NS(=O)(=O)c3ccccc3)ccc2O[C@@H]1CN(C)C(=O)NC1CCCCC1	2	12
Cc1sc(NC(=O)c2cc(-c3ccccn3)nc3ccc(Cl)cc23)c(C(N)=O)c1C	-3	-6
C[C@@H](NC(=O)C[C@H]1C[C@H]2c3cc(NC(=O)c4ccc5c(c4)OCO5)ccc3O[C@H]2[C@@H](CO)O1)c1ccccc1	.	13
CCOc1ccc(Cl)cc1CNCc1ccccn1	-5	8
O=C(Nc1csc(Cc2c(Cl)cccc2Cl)n1)NN1CCOCC1	.	-8
CNC[C@H]1Oc2ccc(NC(=O)Nc3ccc(F)cc3)cc2CC(=O)N([C@@H](C)CO)C[C@H]1C	-2	-2
COc1ccc(NC(=O)Nc2ccc3c(c2)CC(=O)N([C@@H](C)CO)C[C@@H](C)[C@@H](CN(C)CC2CCCCC2)O3)cc1	2	.
C[C@@H]1CCCCO[C@H](CN(C)S(=O)(=O)c2cccs2)[C@@H](C)CN([C@H](C)CO)C(=O)c2cc(NC(=O)Nc3ccc(F)cc3)ccc2O1	4	.
C[C@@H]1CN([C@@H](C)CO)C(=O)CCCn2nncc2CO[C@@H]1CN(C)S(=O)(=O)c1cn(C)cn1	2	.
CCCN(C)C[C@@H]1OCCCC[C@@H](C)Oc2ccc(NS(=O)(=O)c3ccc(C)cc3)cc2C(=O)N([C@H](C)CO)C[C@H]1C	.	-14
C[C@@H]1CCCCO[C@@H](CN(C)C(=O)Cc2ccccc2)[C@@H](C)CN([C@H](C)CO)C(=O)c2cc(NC(=O)C3CCCCC3)ccc2O1	2	.
C[C@H](CO)N1C[C@H](C)[C@H](CN(C)C(=O)Nc2ccc3c(c2)OCO3)OCc2cnnn2CCCC1=O	5	.
C[C@H]1CN([C@@H](C)CO)C(=O)Cc2cc(NC(=O)Nc3ccc(C(F)(F)F)cc3)ccc2O[C@H]1CN(C)Cc1ccc(C(F)(F)F)cc1	-2	.
Cc1noc(C)c1S(=O)(=O)N(C)C[C@H]1Oc2c(NS(C)(=O)=O)cccc2C(=O)N([C@@H](C)CO)C[C@H]1C	.	8
CC(C)CC#Cc1cnc2c(c1)C(=O)N([C@H](C)CO)C[C@H](C)[C@@H](CN(C)Cc1cccc(F)c1)O2	.	-6
Cc1cc(C)c(Cn2c(CCCO)nc3ccccc32)c(C)c1	1	6
Cc1nc(CSc2ncnc3sc(C)c(C)c23)cs1	5	30
Cc1ccc(C2C(C(=O)c3sc(-c4ccccc4)nc3C)C(=O)C(=O)N2CCN(C)C)o1 (configuration not stated)	-2	7
C[C@H](CO)N1C[C@H](C)[C@@H](CN(C)C(=O)Nc2cccc3ccccc23)Oc2ccc(NC(=O)CCN3CCOCC3)cc2C1=O	-1	-3
O=C1C(=O)N(CCn2c3ccccc3c3nc4ccccc4nc32)c2ccccc21	10	13
C[C@@H]1CN([C@@H](C)CO)C(=O)Cc2cc(NC(=O)Nc3ccc4c(c3)OCO4)ccc2O[C@@H]1CN(C)CC1CC1	3	-2
COc1ccc(Cl)cc1Nc1nc(N)nc(-c2oc3ccccc3c2C)n1	5	-10

Entries of single compounds, quoted from the list:
COc1ccccc1-c1cnc2c(c1)C(=O)N([C@@H](C)CO)C[C@H](C)[C@@H](CN(C)CC1CCOCC1)O2 as listed: STK33 inh: .; p53 PUMA act: 1
CC(C)NC(=O)N(C)C[C@H]1Oc2ccc(NC(=O)Nc3ccc(F)cc3)cc2C(=O)N([C@@H](C)CO)C[C@H]1C as listed: STK33 inh: 0; p53 PUMA act: .

(further entries)
SMILES	STK33 inh	p53 PUMA act
O=C(O)c1cccc(NCc2cccnc2)c1	2	-4
Cc1noc(C)c1NC(=O)N(C)C[C@H]1Oc2c(NS(C)(=O)=O)cccc2C(=O)N([C@H](C)CO)C[C@@H]1C	.	-1
C[C@@H]1CN([C@@H](C)CO)C(=O)Cc2cc(NC(=O)Cc3cn(C)c4ccccc34)ccc2O[C@@H]1CN(C)C(=O)Nc1ccc2c(c1)OCO2	2	-2
Cc1ccc(-c2nn(CCC(=O)Nc3cccc(Cl)c3)c(=O)c3ccccc23)cc1	-3	5
Cn1c(SCC(=O)c2ccc(F)cc2)nnc1-c1ccco1	-4	44
COC(=O)c1cc(-c2ccccc2)sc1NC(=S)Nc1ccn(C)n1	0	48
CC(C)NC(=O)N(C)C[C@@H]1OCCCC[C@@H](C)Oc2ccc(NC(=O)Nc3ccc(F)cc3)cc2C(=O)N([C@H](C)CO)C[C@H]1C	.	-17
C[C@@H]1CCCCO[C@H](CN(C)C(=O)CCC(F)(F)F)[C@@H](C)CN([C@H](C)CO)C(=O)c2cc(NC(=O)Cc3ccccc3)ccc2O1	0	-5
Nc1nnc(SCC(=O)Nc2ccc(F)c(F)c2F)s1	0	6
C[C@H]1CN([C@@H](C)CO)C(=O)c2cc(NS(=O)(=O)c3cccs3)ccc2O[C@H]1CN(C)CC1CC1	1	1
C[C@H]1CN([C@@H](C)CO)C(=O)Cc2cc(N(C)C)ccc2O[C@H]1CN(C)C(=O)Nc1ccccc1	-2	-3
C[C@@H]1CN([C@H](C)CO)C(=O)Cc2cc(NC(=O)C3CC3)ccc2O[C@@H]1CN(C)Cc1ccc(Oc2ccccc2)cc1	5	.
CC1(C)CC(=O)C2=C(C1)N(c1ccccc1)C(=O)C2(NC(=O)c1cccnc1)C(F)(F)F (configuration not stated)	1	-7
O=[N+]([O-])c1ccccc1/C=C/CN1CCC(O)CC1	-1	-1
COc1ccccc1NC(=O)N(C)C[C@@H]1Oc2ncc(Br)cc2C(=O)N([C@H](C)CO)C[C@@H]1C	.	-1
C[C@H](CO)N1C[C@H](C)[C@H](CN(C)S(=O)(=O)c2cn(C)cn2)Oc2ccc(NC(=O)Nc3ccc(F)cc3)cc2C1=O	.	-8
C[C@H]1CN([C@@H](C)CO)C(=O)c2cc(NC(=O)Cc3ccccc3)ccc2O[C@H]1CN(C)C(=O)Nc1ccccc1	.	7
COc1cc(C)c(Br)cc1S(=O)(=O)NCc1ccco1	1	31
C[C@H](CO)N1C[C@H](C)[C@H](CN(C)C(=O)NC2CCCCC2)Oc2c(NC(=O)Nc3ccccc3)cccc2C1=O	.	-30
Cc1ccc(NC(=O)CCCn2cc([N+](=O)[O-])cn2)cc1C	-4	4
C[C@H](CO)N1C[C@H](C)[C@H](CN(C)Cc2ccncc2)Oc2ncc(C#Cc3ccccc3)cc2C1=O	3	.
C[C@@H]1CN([C@H](C)CO)C(=O)c2cc(NS(C)(=O)=O)ccc2O[C@@H]1CN(C)C(=O)Nc1ccc(F)cc1	.	1
C[C@@H]1CN([C@@H](C)CO)C(=O)c2cccc(NC(=O)C3CCOCC3)c2O[C@H]1CN(C)C(=O)NC1CCCCC1	.	3
COc1ccc([N+](=O)[O-])cc1NC(=O)COc1ccc(Br)cc1Cl	-2	-14
Cc1noc(C)c1NC(=O)Nc1ccc2c(c1)C(=O)N([C@H](C)CO)C[C@H](C)[C@@H](CN(C)C(=O)Nc1ccc(C(F)(F)F)cc1)OCCCC[C@H](C)O2	.	-13
(more compounds)
SMILES	STK33 inh	p53 PUMA act
O=C(CC(C(=O)O)N1CCOCC1)Nc1ccc(Cl)cc1 (configuration not stated)	-2	5
Cc1ccc(NC(=O)Cn2c([N+](=O)[O-])cnc2C)cc1C	5	-13
C[C@H](CO)N1C[C@H](C)[C@@H](CN(C)S(=O)(=O)c2cn(C)cn2)OCc2cn(nn2)CCCC1=O	-7	-2
CC(C)c1ccc(NC(=O)CSc2nnc(-c3ccc(Cl)c(Cl)c3)n2C)cc1	2	4
O=C(Nc1sc2c(c1C(=O)NCc1cccnc1)CCCC2)c1ccc(Cl)cc1	2	24
COc1ccc(NC(=O)Nc2ccc3c(c2)C(=O)N([C@@H](C)CO)C[C@H](C)[C@H](CN(C)Cc2ccc(-c4ccccc4)cc2)O3)cc1	3	.
CC(C)(C)c1ccc(NC(=O)CCSc2nnnn2-c2ccccc2)cc1	-3	15
C[C@H](CO)N1C[C@H](C)[C@H](CN(C)C(=O)Nc2ccc(C(F)(F)F)cc2)Oc2ccc(NS(=O)(=O)c3cn(C)cn3)cc2CC1=O	1	.
C[C@@H]1CN([C@H](C)CO)C(=O)c2cc(-c3ccccc3F)cnc2O[C@@H]1CN(C)C(=O)c1cnccn1	.	7
COc1ccc(S(=O)(=O)Nc2ccc3c(c2)CC(=O)N([C@@H](C)CO)C[C@H](C)[C@@H](CN(C)S(=O)(=O)c2ccc(Cl)cc2)O3)cc1	2	.
CN(CC(=O)Nc1ccccc1[N+](=O)[O-])S(=O)(=O)c1ccccc1	-1	16
CC(=O)n1nc(-c2ccc(Cl)cc2)nc1NCc1ccco1	2	148*
COc1ccc(NC(=O)CN(C)S(=O)(=O)c2cc(Cl)ccc2Cl)cc1Cl	-6	1
C[C@H](CO)N1C[C@H](C)[C@H](CN(C)C(=O)Nc2ccc(F)cc2)Oc2ccc(NC(=O)Nc3cccc4ccccc34)cc2C1=O	3	.
C[C@@H]1CCCCO[C@H](CN(C)Cc2ccncc2)[C@@H](C)CN([C@H](C)CO)C(=O)c2cc(NC(=O)c3ccccc3)ccc2O1	-8	.
COCC#Cc1cnc2c(c1)C(=O)N([C@H](C)CO)C[C@@H](C)[C@@H](CN(C)C(=O)NC1CCCC1)O2	.	11
COc1ccc(C#Cc2cnc3c(c2)C(=O)N([C@H](C)CO)C[C@H](C)[C@H](CN(C)C(=O)Nc2c(C)noc2C)O3)cc1OC	-1	9
COc1ccc(CN(C)C[C@H]2Oc3ccc(NS(=O)(=O)c4cccs4)cc3CC(=O)N([C@@H](C)CO)C[C@H]2C)cc1	1	.
Cc1noc(C)c1NC(=O)Nc1ccc2c(c1)C(=O)N([C@H](C)CO)C[C@H](C)[C@H](CN(C)CC1CCCCC1)O2	0	.
COC(=O)N(C)C[C@H]1OCc2cnnn2CCCC(=O)N([C@@H](C)CO)C[C@H]1C	-6	-3
CCCCCC1OC2=C(C(=O)N(OC)C2CSCC(O)C(=O)O)C(O)C1(C)O (configuration not stated)	2	8
N#Cc1c(NC(=O)CSc2nc(-c3ccccc3)cc(C(F)(F)F)n2)sc2c1CCCCC2	-5	-27
C[C@@H]1CN([C@@H](C)CO)C(=O)Cc2cc(NC(=O)Nc3ccc4c(c3)OCO4)ccc2O[C@@H]1CN(C)S(=O)(=O)c1ccccc1	0	.
COc1ccc(CCNc2nc(-c3cccc(NC(C)=O)c3)cs2)cc1OC	2	1
COC(=O)CNS(=O)(=O)c1ccccc1[N+](=O)[O-]	-2	-5
Next section
SMILES	STK33 inh	p53 PUMA act
O=C(Nc1ccc2c(c1)[C@@H]1C[C@H](CC(=O)N3CCc4ccccc4C3)O[C@@H](CO)[C@@H]1O2)C1CCC1	.	2
COc1ccc(-n2nnnc2-c2c[nH]c3ccc(Cl)cc23)cc1	.	12
C[C@@H]1CN([C@H](C)CO)C(=O)c2cccc(NC(=O)c3cnccn3)c2O[C@@H]1CN(C)C(=O)NC1CCCCC1	.	-9
C=CCNC(=O)[C@H]1[C@@H]2C(=O)O[C@@H](c3ccccc3)[C@@H](c3ccccc3)N2[C@@H](c2ccc(O)cc2)[C@]12C(=O)N(C(=O)OCCOC)c1ccc(C#CCC(C(=O)OC)C(=O)OC)cc12	-12	.
Cc1noc(C)c1NC(=O)N(C)C[C@H]1OCCCC[C@H](C)Oc2ccc(NC(=O)c3ccncc3)cc2C(=O)N([C@@H](C)CO)C[C@@H]1C	.	13
C[C@H](CO)N1C[C@H](C)[C@@H](CN(C)Cc2ccncc2)Oc2ncc(-c3cccc(F)c3)cc2C1=O	.	5
CCn1c(SCC(=O)Nc2cc(C(F)(F)F)ccc2Cl)nnc1-c1cccnc1	1	-6
C[C@@H]1CN([C@H](C)CO)C(=O)Cc2cc(NC(=O)Nc3cccc4ccccc34)ccc2O[C@@H]1CN(C)Cc1ccc(C(=O)O)cc1	-4	.
O=C(NCCOc1cccc(Oc2ccccc2)c1)c1cc(-n2cnnc2)ccc1Cl	0	7

In a second layout: results already given.
Cc1noc(C)c1NC(=O)N(C)C[C@H]1OCCCC[C@H](C)Oc2ccc(NC(=O)c3ccncc3)cc2C(=O)N([C@@H](C)CO)C[C@@H]1C
  STK33 inh: .
  p53 PUMA act: 13

CCn1c(SCC(=O)Nc2cc(C(F)(F)F)ccc2Cl)nnc1-c1cccnc1
  STK33 inh: 1
  p53 PUMA act: -6

C[C@@H]1CN([C@H](C)CO)C(=O)Cc2cc(NC(=O)Nc3cccc4ccccc34)ccc2O[C@@H]1CN(C)Cc1ccc(C(=O)O)cc1
  STK33 inh: -4
  p53 PUMA act: .

C[C@@H]1CN([C@H](C)CO)C(=O)c2cccc(NC(=O)c3cnccn3)c2O[C@@H]1CN(C)C(=O)NC1CCCCC1
  STK33 inh: .
  p53 PUMA act: -9
